# Screening data: PubChem BioAssay, several laboratories
# CendR NRP1 mod: modulators of CendR peptide binding to human neuropilin-1; hit rate 0.85% among 360,000; inhibition, % at 25 µM; AID 602438; O14786; FAM-RPARPAR peptide binding to NRP-1, fluorescence polarization;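 active = inhibition or corrected inhibition above about 18%, plus a signal ratio from 0.5 to 1.5, limit read from the data, passing the limit was not always enough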; also: strong numbers were not always called active
# LMPTP inh: blocks human LMPTP phosphatase; inhibition, % at 20 µM; hit rate 0.22% among 360,000; recombinant LMPTP-A, OMFP fluorogenic substrate, fluorescence intensity;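 active = compounds that cut the enzyme signal by at least half of the control window in the single-dose screen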;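 also: plate controls were DMSO wells with enzyme plus substrate for no effect and substrate without enzyme for full effect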
# Target sequence (P24666 whole entry, looked up): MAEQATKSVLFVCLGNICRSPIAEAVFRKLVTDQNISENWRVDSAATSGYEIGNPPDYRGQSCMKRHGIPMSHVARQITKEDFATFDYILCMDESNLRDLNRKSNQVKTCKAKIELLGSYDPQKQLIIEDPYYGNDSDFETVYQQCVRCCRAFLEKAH
#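 Assay system: LMPTP-A enzyme. Input: 0.625 nM LMPTP-A final. Probe or stimulus: 400 µM OMFP. Compound dosing: single 20 µM dose. Schedule: 50 min dark incubation at room temperature. Detection: fluorescence intensity of OMFP turnover product. Read-out: percent inhibition versus substrate-only and uninhibited controls. Benchmarks: no-enzyme low control, uninhibited high control.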
# NadD block: NadD (S. aureus) enzyme inhibition; purified NadD enzyme, colorimetric absorbance read-out; inhibition, % at 20 µM; hit rate 0.78% among 360,000; AID 602399; in the data active = inhibition above about 26%; also: some compounds past the cut are filed as inactive
# Neddyl block: inhibitors of human cullin neddylation; TR-FRET cullin neddylation, biochemical; calls only at 25 µM; hit rate 0.58% among 360,000; AID 651699; in the data active = inhibition above about 36%
# Tb MetRS inh: Trypanosoma brucei MetRS inhibition; AID 624268; purified T. brucei MetRS, ATP depletion, Kinase-Glo luminescence; inhibition, % at 11.9 µM; hit rate 0.4% among 360,000;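 active = inhibition above a per-plate cutoff of the control wells' mean inhibition plus 3 SD, cut at about 5.5% in these data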;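 also: 0% = DMSO wells median and 100% = median of wells with control inhibitor compound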
#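 Test system – parasite MetRS enzyme · Reagent – substrates ATP, L-methionine and bulk Escherichia coli tRNA · Doses – 11.9 µM compound single dose, 0.9% DMSO · Times – 15 min enzyme-compound preincubation, 2 h reaction, 10 min detection, 25 °C · Signal – Kinase-Glo luminescence, ATP depletion format · Controls – DMSO-only wells as low control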
# SKN-1 inh: blocks SKN-1 activity in C. elegans | inhibition, % at 21.8 µM | C. elegans VP596 Pgst-4::GFP/RFP ratio, acrylamide-induced, 24 h | hit rate 0.49% among 360,000;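 active = interference check ratio from 0.5 to 1.5 plus GFP to RFP signal ratio inhibition reaching or exceeding a fixed threshold, cut at about 30% in these data, passing the limit was not always enough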; also: some compounds called inactive have numbers as strong as hits
# STEP block: blocks human striatal-enriched tyrosine phosphatase; inhibition, % at 20 µM; AID 588621; P54829; hit rate 0.25% among 360,000; recombinant STEP, OMFP fluorogenic substrate, fluorescence;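 active = inhibition at 20 µM, scaled per plate between control wells, above about 37%, limit read from the data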;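 also: 0% = DMSO with enzyme and substrate and 100% = substrate only without enzyme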
# Target sequence (P54829 whole entry, looked up): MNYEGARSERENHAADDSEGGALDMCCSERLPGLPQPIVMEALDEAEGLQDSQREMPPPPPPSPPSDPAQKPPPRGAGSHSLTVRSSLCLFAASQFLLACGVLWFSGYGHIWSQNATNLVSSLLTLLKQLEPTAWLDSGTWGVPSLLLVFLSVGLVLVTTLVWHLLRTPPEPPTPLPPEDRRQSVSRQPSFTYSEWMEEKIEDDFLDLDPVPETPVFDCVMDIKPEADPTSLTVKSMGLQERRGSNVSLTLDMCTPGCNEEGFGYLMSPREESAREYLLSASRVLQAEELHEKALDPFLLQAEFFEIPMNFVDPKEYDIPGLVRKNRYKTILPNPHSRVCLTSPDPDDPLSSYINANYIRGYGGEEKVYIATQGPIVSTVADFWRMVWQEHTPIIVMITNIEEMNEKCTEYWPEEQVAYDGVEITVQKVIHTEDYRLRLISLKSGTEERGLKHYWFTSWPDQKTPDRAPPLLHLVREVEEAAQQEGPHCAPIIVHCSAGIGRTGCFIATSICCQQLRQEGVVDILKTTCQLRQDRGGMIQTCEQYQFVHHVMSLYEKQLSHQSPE
#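 Material: STEP (striatal-enriched tyrosine phosphatase) enzyme, cell-free | Medium: 50 mM Bis-Tris pH 6.0 with 2.5 mM DTT and 0.005% Tween 20 | Read-out: Percent inhibition scaled to no-enzyme and uninhibited-enzyme controls, plate-pattern corrected | Signal: Fluorescence read at 480 nm ex / 540 nm em | Times: 20 min reaction, room temperature, in the dark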
# SUMO1 PPI mod: SUMO1-SIM interaction modulation | AID 602429 | SUMO1 binding to a labelled peptide, TR-FRET, 1 h | P63165 | inhibition, % at 20 µM | hit rate 0.33% among 360,000; in the data active = inhibition above about 37%
# Target sequence (P63165 whole entry, looked up): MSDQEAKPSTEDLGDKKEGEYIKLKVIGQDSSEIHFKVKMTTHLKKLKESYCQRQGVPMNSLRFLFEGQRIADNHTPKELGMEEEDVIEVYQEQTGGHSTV
# DNMT1 block: DNMT1 (human) enzyme inhibition; DNMT1 molecular beacon, Hinp1I cleavage, fluorescence; inhibition (reported as % activation of signal), % at 10 µM; hit rate 0.83% among 360,000; in the data active = inhibition above about 50%
# Scp-1 inhibitor: blocks human Scp-1 phosphatase activity; Recombinant Scp1, phosphopeptide, malachite green phosphate absorbance; Q9GZU7; inhibition, % at 20 µM; hit rate 0.88% among 340,000;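 active = inhibition above about 50% at 20 µM, limit read from the data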;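 also: plate controls were DMSO wells with enzyme for no effect and wells lacking enzyme for full effect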
# Target sequence (Q9GZU7 76-261 limits assumed): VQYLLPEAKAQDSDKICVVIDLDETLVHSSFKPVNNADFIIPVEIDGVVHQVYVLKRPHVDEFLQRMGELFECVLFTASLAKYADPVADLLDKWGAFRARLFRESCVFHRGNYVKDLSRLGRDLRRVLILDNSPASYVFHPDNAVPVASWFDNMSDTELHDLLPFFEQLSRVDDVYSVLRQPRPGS
#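 Incubation: 45 min enzyme reaction at room temperature / System: truncated SCP-1 phosphatase (76-261aa) / Reagent: Phospho 17-mer peptide substrate / Buffer or medium: Acidic Tris acetate buffer with magnesium and detergent / Signal: absorbance at 630 nm / Doses: one concentration, 20 µM, with 1.0% DMSO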
# The depositor's hits bear a star; i = inactive; nt = not tested or not shown; + = active, no number.
NadD block	SUMO1 PPI mod	Tb MetRS inh	STEP block	LMPTP inh	Scp-1 inhibitor	CendR NRP1 mod	SKN-1 inh	Neddyl block	DNMT1 block	Compound
8	-1	-0.3	-3	-2.5	-2	-9	3	i	3	CC1CC(C)CN(C(=O)CSc2nc3ccsc3c(=O)n2Cc2ccccn2)C1 (stereo unspecified)
4	-1	-0.3	0	0.6	-7	0	2	+	-16	CN(C)c1ccc(/C=N/Nc2cc(N3CCOCC3)nc(N3CCOCC3)n2)cc1
-10	-9	-0.1	-2	0.1	-3	0	13	i	7	O=c1[nH]n(-c2ccc(Cl)cc2)c(=O)c(Cl)c1Cl
-2	3	-0.6	-1	0.6	-10	3	-1	i	-1	CCOc1ccc(-n2c(SCC(=O)Nc3nccs3)nnc2-c2ccoc2C)cc1
-3	4	0.2	-1	2.8	2	4	42*	i	-7	CSc1ccc(S(=O)(=O)N2CCC(C(=O)Nc3ccccc3C(F)(F)F)CC2)cc1
-7	-6	-0.3	-1	-1.4	-7	-2	-18	i	-2	O=C(Cc1ccc(Br)cc1)N1CCOCC1
-4	-2	-0.3	1	-0.4	0	-1	10	i	-13	O=C(CN1CCOCC1)Nc1scc2c1c(=O)oc1ccccc12
-6	8	-0.5	1	-1.9	-7	5	12	i	0	CCCCN(C)C(=O)C1CCN(Cc2cccc(OCc3ccccc3)c2)CC1
-3	1	-0.9	0	-1.2	7	-1	-22	i	2	COC(=O)c1sccc1NC(=O)/C=C/C(=O)O
2	-4	0.9	3	-0.6	-11	3	12	i	1	COc1ccc(C(=O)N2CCC(=O)N(C(CO)Cc3ccccc3)CC2)cc1 (stereo unspecified)
6	-3	0.4	1	0.2	-1	10	-11	i	-5	NNC(=O)c1cccc(COc2ccc(Br)cc2)c1
35*	-40	-1.2	9	-0.6	nt	-8	8	i	-35	COc1cccc(-c2cccc(-c3nc(C(=O)Nc4ccc(-c5ccccc5)cc4)cc4c3[C@H](CCO)N(S(=O)C(C)(C)C)C4)c2)c1 (stereo partly specified)
0	3	0.1	-1	-1.7	-7	22	1	i	-3	CCN(CC(=O)Nc1c(F)cccc1F)C(=O)CCNC(=O)c1ccco1
1	14	-1.4	2	1.0	-8	-12	7	i	1	CCOC(=O)C1=C(c2ccccc2)N=c2s/c(=C\c3cc(OC)c(OC)c(OC)c3)c(=O)n2C1c1cccs1 (stereo unspecified)
-3	-3	0.2	3	-1.6	-8	-21	0	i	-1	COc1ccccc1OCC(=O)O/N=C(\N)c1ccccn1
-1	-10	-0.5	6	1.5	-4	10	-10	i	-2	COc1cc2c(cc1OC)CN(C(=O)/C=C/c1ccc(F)cc1)CC2
-4	3	-1.0	-1	-1.1	3	4	17	i	0	COC(=O)CNC(=O)CN1C(=O)N(c2ccccc2)C(N(O)C(=O)Nc2ccccc2)C1(C)C (stereo unspecified)
8	3	0.5	1	-0.8	-9	0	5	i	-2	CC(C)Nc1ccccc1
12	0	0.2	0	-1.8	-4	-11	5	i	-17	CCc1cccc2c(C(=O)CSc3nnc(-c4ccncc4)n3C)c[nH]c12
-7	5	-0.5	1	2.8	-4	3	1	i	-6	O=C(COC(=O)CCCN1C(=O)c2cccc3cccc(c23)C1=O)Nc1cccc(C(F)(F)F)c1
3	4	-2.8	9	5.2	0	-6	-21	nt	7	COC(=O)c1sc(NC(=O)c2ccc(Cn3cc(Cl)cn3)o2)c(C#N)c1C
2	-2	-0.3	2	0.0	-10	1	0	i	19	C=CCn1c(SCC(=O)Nc2ccccc2C)nc2sc(C)c(C)c2c1=O
-2	-1	-1.3	0	-1.8	3	13	-20	i	1	CCOc1ccccc1NC(=O)COC(=O)C1CC1
4	-1	0.1	-1	-0.6	-8	12	17	i	-4	CN(C)S(=O)(=O)n1cc(/C=C(\NC(=O)c2ccccc2F)C(=O)N2CCCC2)c2ccccc21
-3	-3	0.8	2	1.1	-11	-1	-2	i	-1	Oc1cccc(/C=N/N2CCN(c3ccccn3)CC2)c1
-5	-1	22*	1	-0.7	-4	-6	-4	i	1	CCOC(=O)C(/C=C(\C#N)C(=O)OCC)=C(/N)N1CCN(c2ccc(OC)cc2)CC1
2	0	-0.9	0	2.3	1	20	1	i	1	CN(C)S(=O)(=O)c1ccc(C(=O)Nc2ccc(CN3CCCC3)cc2)cc1
-11	-1	-0.4	-2	1.1	-4	1	-1	i	-4	COc1ccc(-c2nc(-c3cccc([N+](=O)[O-])c3O)cc(=O)o2)cc1OC
-4	0	-0.3	-2	-0.6	nt	-4	-6	i	1	COc1cccc(CN(CCC(=O)O)Cc2cccc(OC)c2)c1
1	1	0.2	2	-0.5	-5	-3	40*	i	-3	CN1CCC(N(C)CC(=O)Nc2ccccc2N2CCOCC2)CC1

# Record cards, from the list above. Order of screens: NadD block	SUMO1 PPI mod	Tb MetRS inh	STEP block	LMPTP inh	Scp-1 inhibitor	CendR NRP1 mod	SKN-1 inh	Neddyl block	DNMT1 block
# `CCOc1ccccc1NC(=O)COC(=O)C1CC1` as listed: -2	-1	-1.3	0	-1.8	3	13	-20	i	1
# `CN(C)S(=O)(=O)n1cc(/C=C(\NC(=O)c2ccccc2F)C(=O)N2CCCC2)c2ccccc21` as listed: 4	-1	0.1	-1	-0.6	-8	12	17	i	-4
# `CCOC(=O)C1=C(c2ccccc2)N=c2s/c(=C\c3cc(OC)c(OC)c(OC)c3)c(=O)n2C1c1cccs1` (stereo unspecified) as listed: 1	14	-1.4	2	1.0	-8	-12	7	i	1
# `COc1ccccc1OCC(=O)O/N=C(\N)c1ccccn1` as listed: -3	-3	0.2	3	-1.6	-8	-21	0	i	-1

# New compounds follow:
NadD block	SUMO1 PPI mod	Tb MetRS inh	STEP block	LMPTP inh	Scp-1 inhibitor	CendR NRP1 mod	SKN-1 inh	Neddyl block	DNMT1 block	Compound
-5	10	-1.3	-9	-0.6	-3	14	-1	nt	5	Cc1c2c(nc3c(C(=O)NC4CCCC4)cnn13)CCCC2
-1	-17	-1.5	1	0.7	6	-20	17	i	-5	Cc1nnc(C)c2c(C)n(-c3ccccc3)c(C)c12
-9	1	0.1	3	-0.1	-10	6	3	i	3	COc1cc2cc(CCOC(=O)c3ccc(F)cc3)oc(=O)c2cc1OC
3	-5	-1.1	-1	-1.3	2	-6	1	i	0	CC(C)NC(=O)CC(=O)N/N=C/c1ccc(Br)cc1
3	-12	-0.4	0	-7.0	-3	-41	5	i	-2	CC(=C1C(=O)c2ccccc2C1=O)N1CCC(C(N)=O)(N2CCCCC2)CC1
-1	-3	-0.5	0	-1.5	nt	-7	1	i	-3	OC[C@@H]1CN(CCNc2ccccc2)C[C@H](n2cnc3c(NCc4ccncc4)ncnc32)O1
-5	-1	-0.5	-8	0.9	25	-9	-3	i	3	CC(=O)Nc1cc(C(=O)O)ccc1S(=O)(=O)c1ccc(C)cc1
-1	8	-0.1	2	1.2	2	8	14	i	1	CC(C)(C)[C@@H]1CCC(=O)N(CC[C@H](N=[N+]=[N-])c2ccccc2)CC1
14	-2	-0.7	0	-1.6	60*	2	-12	i	-2	CC[n+]1c(C)n(-c2ccccc2)c2ccc(NC(C)=O)cc21
-9	2	-0.5	-4	-0.5	0	0	-9	i	-3	CCOc1ccc(S(=O)(=O)NCc2ccccc2Cl)cc1C(N)=O
-12	15	-0.2	2	2.4	-9	3	1	i	-1	COc1cc(CC(=O)Nc2nc(-c3ccc(F)c(F)c3)cs2)cc(OC)c1OC
-4	17	-0.5	2	-0.4	-3	-2	6	i	4	O=C(CSc1nc2ccccc2c(=O)n1CCCN1CCOCC1)Nc1ccc2c(c1)OCO2
0	2	-0.5	2	0.9	-2	-3	8	i	-1	CCCSc1nc(C)c2cc(C)cc(C)c2n1
2	1	-0.5	-4	0.0	-9	6	-17	i	8	CCC(=O)Nc1nnc(-c2ccco2)o1
2	-7	0.5	-1	-0.2	-14	2	11	i	0	CC1CN(S(=O)(=O)c2ccc(NC(=O)CCN3C(=O)c4ccccc4C3=O)cc2)CC(C)O1 (stereo unspecified)
1	-2	-1.2	0	-1.7	3	1	3	nt	2	O=C1CC2(CCCCC2)Oc2ccc(OCC(=O)N3CCOCC3)cc21
-5	-2	-0.5	-1	0.6	-9	16	2	i	-2	COc1ccc2c(c1)CCc1c(C(=O)NCc3ccc(Cl)cc3)noc1-2
-2	5	0.7	1	-0.5	-7	5	13	i	-1	Cc1ccsc1C(=O)Nc1cccc(-n2cnnn2)c1
1	6	-0.2	3	-1.4	10	5	7	i	1	Cc1cc(C)c(CN2CCC(n3nccc3NC(=O)c3ccccc3Cl)CC2)cc1C
0	5	0.0	-1	-0.1	-2	2	-2	i	0	N#Cc1ccc(OCC(=O)NN2Cc3ccccc3C2=N)cc1
9	7	-0.3	1	9.1	18	-22	22	nt	19	CCCCCCSc1cccc(-c2nc3cc(C)ccn3c2NC2CCCCC2)c1
-1	0	-0.8	-2	-0.3	-9	-3	-2	i	-5	COc1cc2c(cc1OC)CN(CC(=O)Nc1ccc(F)cc1)C(C(=O)O)C2 (stereo unspecified)
6	-13	0.5	-2	5.0	6	-8	-5	i	-7	NS(=O)(=O)c1ccc(NC(=O)COC(=O)/C(=C/c2cccs2)c2cccs2)cc1
-7	4	-1.3	1	1.7	5	-13	21	i	-1	COC(=O)c1ccccc1NC(=O)C1CCCN(S(=O)(=O)c2ccc(F)cc2)C1 (stereo unspecified)
-1	-5	-0.6	0	1.5	3	9	15	i	-2	c1ccc(Sc2ncnc3ccccc23)cc1
-12	3	-0.9	2	4.8	-24	6	-4	i	-1	CCOC(=O)NC(=S)Nc1ccc(C(C)(C)C)cc1Br
1	-10	-0.5	-1	-1.3	-5	-5	5	i	3	O=c1[nH]c(/C=C\c2ccccc2F)nc(O)c1[N+](=O)[O-]
0	-7	-1.3	0	-0.4	1	-3	-6	i	4	O=C1C(=C2SCCCS2)CC/C1=C\c1ccc(F)cc1
-9	-2	0.8	-1	5.2	-15	-4	15	i	-10	CCC(C)NC(=O)c1ccccc1NC(=O)c1ccc(CSc2ccccc2)cc1 (stereo unspecified)
-2	1	-0.8	1	2.1	-9	-10	6	i	-1	CC(C)C(c1nnnn1C(C)(C)C)N1CCN(c2cccc(Cl)c2)CC1 (stereo unspecified)
0	5	0.2	4	0.5	-11	-8	12	i	-17	COc1cccc(NC2c3ccccc3C(=O)N2Cc2ccco2)c1 (stereo unspecified)
7	1	-1.0	-1	-2.3	-6	-4	-8	i	5	c1ccc(-c2cn3nc(-c4ccccc4)sc3n2)cc1
3	4	-0.2	-3	-1.5	11	-10	-2	i	-2	CCOc1ccc(C2CC(c3ccccc3C)n3nc(N)nc3N2)cc1 (stereo unspecified)

# Compounds as they come; overall some 4.6% were active at least once.
